Compound activity: PubChem, several laboratories
NTR1 agonist: NTR1-driven beta-arrestin-GFP spot formation – imaging, U2OS cells, high content, primary screen (AID 493036) | 330,000 tested, 0.17% active | P30989 | agonist mode | activation, % at 20 µM;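 active means activation at or above 40% of the spot to cytoplasm intensity ratio, with at least 20 cells analyzed; inconclusive means wells under 20 cells, flagged as cytotoxic or low count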;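 further: 0% = DMSO without peptide and 100% = 100 nM NTR1 peptide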
Target sequence (P30989 whole entry, looked up): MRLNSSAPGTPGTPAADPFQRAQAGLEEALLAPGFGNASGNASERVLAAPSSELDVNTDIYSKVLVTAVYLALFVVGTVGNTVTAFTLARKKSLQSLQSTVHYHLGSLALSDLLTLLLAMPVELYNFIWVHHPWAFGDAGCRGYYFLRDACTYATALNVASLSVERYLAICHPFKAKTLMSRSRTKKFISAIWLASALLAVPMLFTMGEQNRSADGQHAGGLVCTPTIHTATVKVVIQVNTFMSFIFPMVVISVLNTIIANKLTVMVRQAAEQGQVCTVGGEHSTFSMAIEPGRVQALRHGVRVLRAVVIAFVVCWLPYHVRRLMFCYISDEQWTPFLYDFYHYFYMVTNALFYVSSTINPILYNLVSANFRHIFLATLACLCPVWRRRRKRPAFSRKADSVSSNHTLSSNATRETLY
GPR55 antagonists: inhibition of LPI-stimulated GPR55 beta-arrestin translocation – imaging, U2OS, beta-arrestin-GFP, LPI agonist, primary screen (AID 2013) | 290,000 tested, 0.13% active | inhibition, % at 10 µM; hits with a dose series show IC50 in µM | U2OS GPR55 beta-arrestin-GFP translocation imaging, LPI antagonism; higher % means a stronger effect;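 active means spots per cell inhibited over 60%, with over 100 cells counted and total cytoplasm intensity under 500,000; inconclusive means wells with under 100 cells, flagged as likely toxic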;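 further: U2OS cells stably carrying GPR55 and arrestin-GFP stimulated by 5 µM LPI near EC80; imaged beta-arrestin-GFP aggregate spots per cell after agonist stimulation; plate controls were LPI-stimulated DMSO wells for no effect and DMSO wells without LPI for full effect; some results filed as inactive read as strong as hits; confirmed hits need IC50 under 10 µM and bright autofluorescent wells are also inconclusive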
KOR beta-arrestin-1: kappa opioid receptor activators – cell-based, luminescence, uHTS, primary screen (AID 1777) | one-dose activation, % at 10 µM; EC50 in µM for titrated hits | 280,000 tested, 0.02% active | KOR beta-arrestin recruitment, luminescence; higher % means a stronger effect; in the data active means activation above about 50%, passing the limit was not always enough; further: a part of the inactive calls stands beside numbers as strong as those of hits
West Nile antiviral: West Nile virus antiviral activity, cell-based, CPE readout (AID 1621); West Nile virus-infected cells, CPE inhibition; higher % means a stronger effect; one-dose CPE inhibition, % at 10 µM; IC50 in µM for titrated hits; 290,000 tested, 0.02% active; in the data active means a potency from the dose series; inconclusive means CPE inhibition mostly from about 3.7% at the one dose, without a potency; inactive means the rest, 99 in 100 with CPE inhibition below about 2.2%; further: strong numbers were not always called active
GPR35 arrestin U2OS: GPR35 antagonists blocking zaprinast-driven arrestin recruitment, primary screen, imaging, U2OS, beta-arrestin-GFP, zaprinast agonist (AID 2058) | one-dose inhibition, % at 10 µM; IC50 in µM for titrated hits | 290,000 tested, 0.052% active | U2OS GPR35 beta-arrestin-GFP translocation imaging, zaprinast antagonism; higher % means a stronger effect;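 active means inhibition of at least 50% with at least 30 cells and total cytoplasm GFP at most 10,000,000; inconclusive means under 30 cells or total GFP of 10,000,000 plus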
GPR55 activation: GPR55 agonists via beta-arrestin recruitment, primary screen, imaging, U2OS cells, beta-arrestin-GFP redistribution (AID 1961); activation, % at 10 µM; hits with a dose series show EC50 in µM; 290,000 tested, 0.048% active; U2OS GPR55 beta-arrestin-GFP redistribution imaging; higher % means a stronger effect;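 active means activation above 40% with more than 50 cells counted in the well; inconclusive means wells holding fewer than 50 cells, flagged as toxic or sparse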;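 further: U2OS osteosarcoma cells stably expressing GPR55 and beta-arrestin-GFP; plate controls were DMSO negative control for no effect and LPI positive control for full effect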
T cell HTS: modulates CD8 T cell binding to vesicles; 330,000 tested, 0.068% active; 2C CD8+ T cell-vesicle binding, flow cytometry; stronger effect = lower value; AID 2052; calls only at 7 µM;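 active means response, share of CD8 T cells binding vesicles, and their 90th percentile fluorescence all below set limits, cut at about 80% in these data, passing the limit was not always enough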
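System: murine 2C transgenic CD8+ T lymphocytes; also added: QL9-loaded Drosophila micro-vesicles; times: binding 1.5 h at 37 °C; measured by: flow cytometry, PE anti-B7-1 (FL2) versus Alexa647 anti-CD8 (FL8), PFA-fixed; control set: Peptide-free naked vesicles (low) and QL9 vesicles with 0.7% DMSO vehicle (high)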
KOR beta-arrestin-2: KOR antagonists, beta-arrestin recruitment, cell-based, luminescence, uHTS (AID 1778) | inhibition, % at 10 µM; hits with a dose series show IC50 in µM | 290,000 tested, 0.091% active | KOR beta-arrestin recruitment, luminescence, antagonist mode; higher % means a stronger effect; in the data active means inhibition above about 50%; further: strong numbers were not always called active
Salmonella PhoP GFP: PhoP-dependent GFP reporter repression – Salmonella Typhimurium, primary screen (AID 1863). inhibition, % at 50 µM; hits with a dose series show IC50 in µM. 300,000 tested, 0.16% active. S. Typhimurium PhoP-regulated promoter GFP reporter, 4 h; higher % means a stronger effect;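 active means inhibition over 29.93%, a cutoff 3 SD above the screen mean, later confirmed by dose response; inconclusive means inhibition over 29.93% but no dose response follow-up; inactive means inhibition at most 29.93% or unconfirmed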;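 further: 0% = low Mg2+ inducing control and 100% = high Mg2+ repressing control; strong numbers were not always called active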
T cell HTS vesicle-bound %: recorded beside T cell HTS, whose call it bears; double positive events, %; measured here: CD8+ vesicle-bound cell fraction;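 binding gate set so that unloaded-vesicle control wells show 10% double positive cells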
NTR1 agonist cell count 20 µM: second read-out of NTR1 agonist, no call of its own (marks repeat the call); cell count; measured here: cell count, cytotoxicity flag
The depositor's hits bear a star; i = inactive; ? = inconclusive; · = no result given; [ ] = remark or other dose.

SMILES | NTR1 agonist | NTR1 agonist cell count 20 µM | GPR55 antagonists | KOR beta-arrestin-1 | West Nile antiviral | GPR35 arrestin U2OS | GPR55 activation | T cell HTS | T cell HTS vesicle-bound % | KOR beta-arrestin-2 | Salmonella PhoP GFP
CC(C)N(C(=O)c1ccccc1-c1ccccc1)C(C)C | 5.0 | 55 | 16% | -0.9% | -0.4% | 0% | -0.1% | i | 22 | -12% | -6%
Cc1cccc(OC(C)C(=O)N2CCc3ccccc3C2)c1 (stereo unspecified) | 1.5 | 75 | 12% | -1.1% | 0.0% | 4% | -0.1% | i | 56 | -3% | -1%
CCC(C)(O)c1[nH]c2ccc(C#N)cc2c1C (stereo unspecified) | -1.4 | 82 | -9% | 0.5% | -1.2% | 6% | 0.4% | i | 21 | -9%[20 µM] | -6%
O=C(Nc1nc2c(s1)CCCC2)Oc1ccccc1 | 1.8 | 62 | ? | 1.1% | -0.1% | 4% | 0.0% | i | 36 | -30% | 1%
CN(CCO)c1cnccn1 | -1.7 | 85 | 4% | -3.1% | -0.6% | -6% | -0.6% | i | 60 | -7% | 2%
COc1ccccc1-c1cnn2c(N3CCOCC3)cc(C)nc12 | 4.3 | 90 | -7% | -2.8% | 0.1% | 6% | -0.1% | i | 45 | -32% | 8%
COc1ccc(S(=O)(=O)N2CCN(C3Cc4ccccc4C3)CC2)cc1 | 2.1 | 66 | 12% | 5.3% | -0.1% | -2% | 0.2% | i | 33 | 23% | 9%
O=[N+]([O-])c1ccc(Nc2nc(N/N=C\c3ccc4c(c3)OCO4)nc(N3CCCCC3)n2)cc1 | 3.8 | 79 | -15% | -3.0% | 1.0% | -2% | 0.0% | i | 6 | -6% | -9%
COc1ccc(N2CCN(S(=O)(=O)CCNC(=O)C3CC(=O)N(c4ccccc4)C3)CC2)cc1 (stereo unspecified) | -0.1 | 56 | 12% | -3.9% | 0.8% | 20% | 0.1% | i | 17 | -8% | -5%
CC(=O)NC(Cc1c[nH]c2ccccc12)C(=O)NCCc1ccccc1 (stereo unspecified) | 2.1 | 61 | 7% | -5.9% | -0.8% | -1% | -0.1% | i | 19 | -8%[20 µM] | -6%
CCOc1ccc(S(=O)(=O)N2CCOCC2)cc1NC(=O)CSCC(=O)Nc1ccc(C)cc1 | 1.0 | 54 | 15% | -1.8% | -0.9% | 10% | 0.0% | i | 13 | 12% | -5%
Cn1c2c(c(=O)n(C)c1=O)CN(CCN1CCNCC1)CN2 | 0.2 | 42 | 3% | 6.8% | -0.1% | 6% | -2.3% | i | 48 | -25% | -7%
O=C(O)c1[nH]c2ccccc2c1NS(=O)(=O)Cc1ccccc1 | 0.5 | 93 | 12% | -4.1% | 0.8% | -5% | -0.1% | i | 31 | 20% | 10%
O=C(O)c1cc(S(=O)(=O)N2CCN(c3ccccn3)CC2)ccc1Cl | -0.3 | 70 | -5% | -0.3% | 0.2% | 1% | 0.1% | i | 47 | -6% | 2%
COc1ccc(C(=O)N2CCN(c3ncccn3)CC2)cc1 | -0.3 | 58 | -2% | -4.4% | -0.3% | 18% | -0.1% | i | 3 | 1% | 7%
O=C(NCC(O)c1ccc([N+](=O)[O-])cc1)C(c1ccccc1)c1ccccc1 (stereo unspecified) | 0.4 | 51 | -2% | 0.3% | -0.8% | 4% | -0.1% | i | 24 | -5% | -1%
O=C(N/N=C/c1ccc2c(c1)OCO2)c1ccc(NC(=O)c2ccc(F)cc2)cc1 | 1.7 | 36 | -8% | 1.3% | 0.2% | -1% | -0.1% | i | 24 | -49% | 7%
CCOC(=O)N1CCC(NC(=O)C2CCCN(S(=O)(=O)c3cccnc3)C2)CC1 (stereo unspecified) | 0.1 | 47 | 9% | -3.3% | 0.1% | -6% | 1.2% | i | 19 | 12% | -5%
N#Cc1cc2c(nc1SC1CC(=O)N(c3ccccc3)C1=O)CCC2 (stereo unspecified) | · | · | 1% | -2.1% | 0.0% | -9% | 0.3% | i | 34 | -27% | -2%
OCCC1CN(Cc2cccn2-c2cccnc2)CCN1C1CCCC1 (stereo unspecified) | 0.5 | 60 | 1% | -4.1% | -0.1% | 4% | 0.5% | i | 22 | 4% | -3%
O=C(NC(N1CCOCC1)C(Cl)(Cl)Cl)c1cc([N+](=O)[O-])cc([N+](=O)[O-])c1 (stereo unspecified) | 0.3 | 32 | -7% | -4.4% | -0.3% | -3% | -0.3% | i | 25 | -14% | -1%
CN(C)c1cc(N/N=C/c2ccccc2C(F)(F)F)nc(N(C)C)n1 | 5.1 | 58 | 18% | 3.1% | -1.2% | 10% | -0.1% | i | 35 | -26% | 13%
CCn1c(=O)c2cc(S(=O)(=O)NC3CCCCC3)ccc2n(CC)c1=O | 0.8 | 48 | 15% | -5.5% | -0.4% | 8% | -0.1% | i | 8 | 43% | -6%
CCN(CC(=O)Nc1ccccc1OC)CC(=O)Nc1ccccc1C(F)(F)F | 2.7 | 48 | -3% | 0.1% | -0.2% | -4% | -0.2% | i | 62 | -16% | 9%
O=C1CC(=O)N(Cc2cccs2)C(=O)N1 | -1.8 | 48 | 10% | 2.8% | -0.2% | -1% | 0.0% | i | 61 | 26% | -15%
COc1ccccc1Oc1ccc(N/C=C/C(=O)c2ccco2)cc1 | 1.5 | 42 | 3% | -2.8% | -0.6% | -17% | -0.1% | i | 32 | -7%[20 µM] | -1%
CC(C)OC(=O)C(CC(=O)O)NCc1ccccc1 (stereo unspecified) | 0.9 | 45 | 8% | -1.2% | 0.0% | 3% | 0.2% | i | 16 | 15% | 6%
COc1ccc(S(=O)(=O)Nc2c(C)n(C)n(-c3ccccc3)c2=O)cc1 | -0.1 | 90 | -11% | 5.2% | -0.1% | -9% | -0.2% | i | 41 | -2% | -3%
C=CCc1ccc(OCCN2CCc3ccccc3C2)c(OC)c1 | 0.9 | 49 | 12% | 7.6% | -0.6% | -9% | -0.1% | i | 53 | -6% | 0%
NC(=O)C1CCN(CC(=O)Nc2ccc(S(=O)(=O)N3CCOCC3)cc2)CC1 | -1.7 | 44 | 6% | -1.1% | -0.2% | 0% | 0.7% | i | 26 | -15% | 5%
COc1ccc(NC(=O)Nc2ccon2)c(OC)c1 | 0.5 | 94 | 12% | · | -0.1% | -4% | -0.3% | i | 61 | 1% | -15%
Cc1cc([N+](=O)[O-])nn1CC(=O)NCc1nc2ccccc2[nH]1 | -1.2 | 58 | 9% | -2.6% | · | 2% | 0.7% | i | 44 | -6% | 0%
O=C(NC1CCN(Cc2ccccc2)CC1)c1cc(Br)c(Br)[nH]1 | -1.1 | 62 | 0% | 1.2% | -1.0% | -11% | 0.2% | i | 13 | -16% | 0%
COc1ccc(CCNc2cc(C)nc3c(-c4ccccc4)c(C)nn23)cc1OC | 11 | 36 | 9% | 4.0% | -1.1% | 1% | -0.2% | i | 51 | 30% | -20%
NS(=O)(=O)c1ccc(CCNC(=O)C(=O)NCC2OCCN2S(=O)(=O)c2ccc(Cl)cc2)cc1 (stereo unspecified) | -0.7 | 69 | -2% | 0.8% | ? | -3% | 0.0% | i | 44 | -28%[20 µM] | ·
O=[N+]([O-])c1ccc2c(c1)C(O)n1nc(-c3ccccc3)nc1S2 (stereo unspecified) | 1.6 | 61 | -6% | 2.1% | 0.1% | 4% | 0.0% | i | 57 | 22% | -7%
CCN(CC)c1ccc(/C=N/NC(=O)c2ccc([N+](=O)[O-])cc2)cc1 | 3.1 | 77 | 8% | -6.0% | 0.4% | 8% | 0.2% | i | 40 | -5% | 0%
COc1ccc(OC)c(/C=N/NC(=O)C(=O)NCc2cccnc2)c1 | 1.1 | 61 | -4% | · | 0.4% | 18% | -0.1% | i | 44 | -9%[20 µM] | 16%
Cc1ccc(C(=O)CCNc2ccc(F)c(Cl)c2)o1 | -0.4 | 76 | -4% | 0.5% | 0.1% | -12% | -0.2% | i | 16 | 10% | 3%
O=C(CCCn1c(=O)c2ccccc2n(Cc2ccccc2)c1=O)NCc1ccco1 | 0.2 | 41 | -26% | -4.9% | 0.1% | -12% | -0.1% | i | 22 | -17% | 0%
CSCCC(N=Cc1c(O)n(-c2ccc(F)cc2)c(=O)[nH]c1=O)C(=O)O (stereo unspecified) | · | · | 5% | 2.3% | 0.1% | 4% | 0.2% | · | · | 14% | -17%
O=C(NCc1ccc(Cl)cc1)C1CCN(S(=O)(=O)c2cccnc2)CC1 | 0.6 | 64 | 6% | -0.8% | -0.6% | 9% | -0.2% | i | 29 | -29% | 6%
Cc1cccc2cc(-c3nc4c(C)cccn4c3NCc3ccco3)c(=O)[nH]c12 | 3.1 | 40 | -3% | -1.5% | -0.1% | -5% | -0.1% | i | 13 | -45% | 25%
CCOc1ccc(-c2nnc(NC(=O)Cc3cc(OC)c(OC)c(OC)c3)o2)cc1 | 1.0 | 88 | 8% | -4.3% | 0.6% | 6% | 0.0% | i | 32 | -17% | 7%
CC(C)c1ccc(NC(=O)CSc2nc3c(c(=O)[nH]2)CCC3)cc1 | · | · | -7% | -2.0% | -0.6% | -13% | -0.2% | · | · | 17% | 0%
CCOC(=O)c1cnc2ccc(C)cc2c1N(C)Cc1ccccc1 | 9.2 | 81 | -4% | -2.1% | -0.9% | 14% | 0.0% | i | 31 | -19% | 8%
O=C(CCNC(=O)N1CCn2c1nc1ccccc12)NCc1ccccc1 | 0.3 | 61 | 20% | · | -0.4% | 2% | -0.2% | i | 7 | · | -1%
COc1cc(C)c(Br)cc1S(=O)(=O)NCc1cccs1 | 1.4 | 70 | 12% | -2.2% | 0.0% | 8% | -0.1% | i | 62 | 21% | 1%
